GALK inh: qHTS Assay for Inhibitors of Human Galactokinase (GALK) | Purified GALK, Kinase-Glo residual ATP luminescence | P51570 | Potency, µM (series often up to 57.5 µM), inactives show top-dose activity change, negative = inhibition, most hits filed as inhibitors | AID 1868, 2009 | hit rate 0.007% among 270,000; also: potency is read from the fitted curve at half-maximal effect; % is scaled to controls: 0 for no effect and ±100 for the full control effect
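Human GALK (5 nM) with 35 uM ATP and 100 uM galactose in 20 mM HEPES pH 8.0, 5 mM MgCl2, 60 mM NaCl, 1 mM DTT, 0.01% BSA. After 1 h at room temperature, leftover ATP was read by Kinase-Glo Plus luminescence.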
B2AR arrestin: qHTS assay of beta-arrestin-biased ligands of beta2-adrenergic receptor; beta-arrestin recruitment to beta2AR, cell-based reporter; AID 492947, 2010; Potency, µM (top dose mostly 46.1 µM), without a hit: at the top dose activation, usual class: activators; hit rate 0.02% among 330,000;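 also: potency is read from the fitted curve at half-maximal effect; 0% = DMSO controls and full agonism = EC100 isoproterenol or metaproterenol; nearly all actives have a fitted effect of over 65% in size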
Tb PFK inh: qHTS Assay to Find Inhibitors of T. brucei phosphofructokinase | T. brucei PFK, ADP-Glo luminescence | Potency, µM (doses to about 57.5 µM), for inactives: top-dose activity, negative = inhibition, hits mostly inhibitors | hit rate 0.17% among 330,000 | AID 485367, 2010;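 also: potency is read from the fitted curve at half-maximal effect; 0% = uninhibited 1x PFK enzyme wells and -100% = no-enzyme wells; nearly all actives have a fitted effect of over 60% in size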
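In TEA buffer at pH 8.0 with 5 mM MgCl2, enzyme (1.25 nM) converted F6P (0.5 mM) and ATP (0.1 mM) for 45 min at room temperature. ADP product was read by luciferase luminescence.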
Coupling enz: qHTS Assay for Inhibitors of Fructose-1,6-bisphosphate Aldolase from Giardia Lamblia: Coupling assay counterscreen. AID 2472, 2010. coupling enzyme system counterscreen, AmpLite Red fluorescence. hit rate 0.67% among 290,000. activity change, negative = inhibition, % at 58.2 µM, hits read low; in the data active = activity change below about -30%; also: % is scaled to controls: 0 for no effect and ±100 for the full control effect
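Fluorescence at 525 nm excitation and 598 nm emission measured inhibition of the coupled detection system without aldolase. Compounds (at 57.5 uM final) were preincubated 10 min at room temperature with coupling enzyme reagent before a 20 min substrate/AmpLite Red step.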
BCR signal inh: qHTS Assay to Find Inhibitors of Chronic Active B-Cell Receptor Signaling. ABC-DLBCL IkBa-CBG/CBR reporter, luminescence ratio, 4 h. Potency, µM (top dose mostly 46.1 µM), for inactives: at the highest dose ratio change, negative = lower green/red ratio, most hits filed as inhibitors. hit rate 0.05% among 340,000. AID 493014, 2011; active = well fitted inhibition curve with a large enough effect in the signal ratio, with a control signal flat, not every such curve was filed as active; inconclusive = small, poorly fitted or top-dose-only effect, or effect the other way, or a change in a side signal; the % refers to the signal ratio;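 also: potency is read from the fitted curve at half-maximal effect; plate controls were basal doxycycline-induced cells for no effect and cells given 10 µM MG132 for full effect; MG132 reads +100%, hits lower the ratio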
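TMD8 ABC-DLBCL cells carrying doxycycline-inducible green luciferase fused to IkappaBalpha plus unfused red luciferase were exposed to compounds (up to 46 uM) for 4 hrs at 37C. Activity came from the overlap-corrected green/red luminescence ratio.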
S-ASM inh: Inhibitors of Secretory Acid Sphingomyelinase (S-ASM): qHTS; hit rate 0.006% among 340,000; placental ASM, HMU-PC fluorogenic substrate, 60 min; Sphingomyelin phosphodiesterase (Homo sapiens), P17405; Potency, µM (top dose mostly 57.5 µM), without a hit: top-dose activity change, negative = inhibition, most hits filed as inhibitors; AID 504937, 2011; also: potency is read from the fitted curve at half-maximal effect
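Fluorescence read-out (Ex 386 nm, Em 447 nm) after stopping the reaction at pH 10. Enzyme: ASM from human placenta; substrate HMU-PC0, 9 uM final; 60 min, 37 °C. Compound preincubation 10 min, ambient temperature.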
Giardia killer: Small Molecules that selectively kill Giardia lamblia: qHTS | Giardia lamblia trophozoite viability | activity change, % at 7.66 µM, hits read low | hit rate 0.15% among 340,000 | AID 540267, 2011; in the data active = activity change below about -80%; inconclusive = between about -30% and that limit;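 also: parasites exposed to compound for two days anaerobically before the ATP read; % is scaled to controls: 0 for no effect and ±100 for the full control effect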
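Luminescence from cellular ATP indicates surviving trophozoites (100 cells/well) following 48 hrs anaerobic compound treatment at 37 deg C; signal develops 15-30 min at room temperature.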
Menin-MLL TR inh: qHTS Assay for Inhibitors Targeting the Menin-MLL Interaction in MLL Related Leukemias: Competition With Texas Red Labeled MLL-derived Mutant Peptide | hit rate 0.23% among 270,000 | Menin + Texas Red MLL mutant peptide, fluorescence polarization | O00255 | Potency, µM (highest dose often 61.6 µM), for the others: at the top dose FP activity change, negative = inhibition, actives largely listed as inhibitors; active = well fitted inhibition curve with a large enough effect in the polarisation, with a control signal flat, not every such curve was filed as active; inconclusive = small, poorly fitted or top-dose-only effect, or effect the other way, or a change in a side signal; inactive = no such curve, though single readings can be large or run the other way; the % refers to the polarisation; also: potency is read from the fitted curve at half-maximal effect; % of control where 0% means no effect; many of its hits are not listed in these tables
Target sequence (O00255 whole entry, looked up): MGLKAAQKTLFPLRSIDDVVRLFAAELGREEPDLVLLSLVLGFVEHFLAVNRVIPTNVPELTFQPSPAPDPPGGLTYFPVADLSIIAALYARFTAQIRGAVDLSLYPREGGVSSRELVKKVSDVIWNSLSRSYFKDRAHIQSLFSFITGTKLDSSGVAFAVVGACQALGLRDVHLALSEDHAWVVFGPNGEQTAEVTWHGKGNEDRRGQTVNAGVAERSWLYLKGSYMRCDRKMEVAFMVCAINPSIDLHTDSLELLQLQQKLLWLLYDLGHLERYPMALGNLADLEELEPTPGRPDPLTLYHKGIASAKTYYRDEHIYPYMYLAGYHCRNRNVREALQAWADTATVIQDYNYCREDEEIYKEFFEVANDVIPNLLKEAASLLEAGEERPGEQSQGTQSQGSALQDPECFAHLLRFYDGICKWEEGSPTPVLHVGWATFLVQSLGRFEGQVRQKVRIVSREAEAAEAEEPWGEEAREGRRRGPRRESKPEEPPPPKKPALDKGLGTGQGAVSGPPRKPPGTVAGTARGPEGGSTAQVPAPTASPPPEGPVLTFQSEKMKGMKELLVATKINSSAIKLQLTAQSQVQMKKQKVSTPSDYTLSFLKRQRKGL
TSG101-PTAP inh: qHTS Assay for Iinhibitors of HIV-1 Budding by Blocking the Interaction of PTAP/TSG101 | 340,000 tested, under 10 active | Tumor susceptibility gene 101 protein (Homo sapiens), Q99816 | Potency, µM (titrated, usually from 115 µM), for the others: top-dose activity change, negative = inhibition, usual class: inhibitors | AID 493005, 2010 | Fluorescence polarization, FITC-PTAP peptide / Tsg101 binding; active = well fitted inhibition curve with a large enough effect in the main read-out, with a control signal flat, not every such curve was filed as active; inconclusive = small, poorly fitted or top-dose-only effect, or effect the other way, or a change in a side signal; inactive = no such curve, though single readings can be large or run the other way; also: potency is read from the fitted curve at half-maximal effect; % of control where 0% means no effect
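FP read-out: FITC-PTAP peptide, 50 nM final, binding Tsg101 binding domain, 10 uM final; 20 min, r.t.; 10 mM HEPES pH 7.5, 0.15 M NaCl, 0.01% Tween 20, 3 mM EDTA, 0.1 mM TCEP.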
PKM2 activator: qHTS Assay for Activators of Human Muscle isoform 2 Pyruvate Kinase | hit rate 0.34% among 260,000 | Potency, µM (series often up to 57.5 µM), for inactives: top-dose activation, actives largely listed as activators | purified PKM2, Kinase-Glo ATP luminescence, activation; response scale: 0% is enzyme alone, no compound | AID 1631, 2009 | Pyruvate kinase PKM (Homo sapiens), P14618; also: potency is read from the fitted curve at half-maximal effect; % is scaled to controls: 0 for no effect and ±100 for the full control effect; nearly all actives have a fitted effect of over 55% in size
Target sequence (P14618 whole entry, looked up, canonical isoform): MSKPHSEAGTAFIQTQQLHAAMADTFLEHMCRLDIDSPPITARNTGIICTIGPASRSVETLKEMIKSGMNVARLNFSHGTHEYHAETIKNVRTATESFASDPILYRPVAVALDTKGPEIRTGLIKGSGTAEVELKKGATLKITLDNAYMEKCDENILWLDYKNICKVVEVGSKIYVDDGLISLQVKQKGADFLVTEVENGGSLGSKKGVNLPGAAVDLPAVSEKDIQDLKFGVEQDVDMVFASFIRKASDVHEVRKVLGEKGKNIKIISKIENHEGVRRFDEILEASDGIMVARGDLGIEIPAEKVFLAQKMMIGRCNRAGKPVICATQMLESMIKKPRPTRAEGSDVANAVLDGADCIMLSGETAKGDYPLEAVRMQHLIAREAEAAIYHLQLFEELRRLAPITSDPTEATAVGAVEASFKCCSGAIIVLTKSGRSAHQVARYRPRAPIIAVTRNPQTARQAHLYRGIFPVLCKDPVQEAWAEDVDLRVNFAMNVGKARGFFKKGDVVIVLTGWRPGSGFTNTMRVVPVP
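Purified hPK-M2 (>95% pure) converted ADP (0.1 mM final) to ATP with 0.5 mM PEP in 50 mM imidazole pH7.2, KCl, MgCl2, Tween 20, BSA; 1 h at room temperature. ATP detected by Kinase-Glo luminescence.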
a7 integrin act: qHTS for Activators of Integrin-Mediated Alleviation for Muscular Dystrophy; alpha7betagal myoblasts, beta-gal FDG fluorescence, 48 h; Potency, µM (top dose mostly 38.3 µM), without a hit: at the highest dose activation, hits mostly activators; hit rate 0.064% among 350,000; AID 624291, 2012;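 also: potency is read from the fitted curve at half-maximal effect; 100% = response of the positive control SU9516; nearly all actives have a fitted effect of over 60% in size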
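Alpha7betagal+/- myoblasts (passage 13) were plated 16-24 hr, then exposed to compounds (1:260 dilution of DMSO stock) for 48 hours at 37C. After MPER lysis, β-galactosidase reporter activity was read as FDG fluorescence (ex 480/em 540) after 30 minutes.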
Numbers without * were called inactive; [ ] = dose if it differs, or a comment. Unless noted, calls follow the shape of the dose curve; as a rule, active = well fitted curve in the direction sought with a large enough effect; inconclusive = small, poorly fitted or top-dose-only effect, or another doubt; inactive = no such curve, though single readings can be large; an effect the other way counts as inactive or inconclusive.

Results for COc1ccc(CCNC(=O)/C=C/c2ccco2)cc1 ?
GALK inh: -1%; B2AR arrestin: -1.0%; Tb PFK inh: -2%; Coupling enz: 1; BCR signal inh: -1%; S-ASM inh: -2%; Giardia killer: -21; Menin-MLL TR inh: 0%; TSG101-PTAP inh: 0%; PKM2 activator: 0%; a7 integrin act: inconclusive

How did CCOc1ccc(NC(=O)CN(C)C(=O)CCCc2c[nH]c3ccccc23)cc1OCC do in these assays?
B2AR arrestin: -0.9%; Tb PFK inh: 0%; BCR signal inh: inconclusive; S-ASM inh: 5%; Giardia killer: 8; TSG101-PTAP inh: -5%; a7 integrin act: -22%

Results for Cc1csc(=O)n1CCC(=O)OCC(=O)c1c(N)n(CC(C)C)c(=O)n(C)c1=O ?
B2AR arrestin: 0.2%; Tb PFK inh: -3%; BCR signal inh: 24%; S-ASM inh: 1%; Giardia killer: -8; TSG101-PTAP inh: 0%; a7 integrin act: -19%

What do the screens show for `COc1ccc(COC(=O)c2ccc(Cl)c(S(=O)(=O)N3CCOCC3)c2)cc1F`?
GALK inh: 3%; B2AR arrestin: 0.2%; Tb PFK inh: 0%; BCR signal inh: inconclusive; S-ASM inh: -2%; Giardia killer: 23; TSG101-PTAP inh: -2%; a7 integrin act: 4%

How did Cc1ccc(C(=O)/C=C/c2c(C)nn(-c3ccccc3)c2Cl)cc1 do in these assays?
GALK inh: -3%; B2AR arrestin: -0.8%; Tb PFK inh: -4%; Coupling enz: -13; BCR signal inh: inconclusive; S-ASM inh: 3%; Giardia killer: 5; Menin-MLL TR inh: -4%; TSG101-PTAP inh: -3%; PKM2 activator: -14%; a7 integrin act: -41%

What do the screens show for `O=C(OCC(=O)C12CC3CC(CC(C3)C1)C2)c1ccc(O)cc1`?
B2AR arrestin: 0.5%; Tb PFK inh: 0%; BCR signal inh: 4%; S-ASM inh: -3%; Giardia killer: inconclusive; TSG101-PTAP inh: -1%; a7 integrin act: -16%

Results for COc1ccc(CCOC(=O)c2ccc(NC(=O)CC#N)cc2)cc1 ?
GALK inh: 6%; B2AR arrestin: 0.0%; Tb PFK inh: -1%; BCR signal inh: 0%; S-ASM inh: -5%; Giardia killer: 0; TSG101-PTAP inh: -6%; PKM2 activator: -18%; a7 integrin act: 9%

What do the screens show for `CC(C)(C)C1CCc2onc(C(=O)Nc3ccc4c(c3)OCO4)c2C1` (stereo not given)?
GALK inh: 0%; B2AR arrestin: -0.2%; Tb PFK inh: 0%; Coupling enz: -2; BCR signal inh: -1%; S-ASM inh: 3%; Giardia killer: -9; Menin-MLL TR inh: 22%; TSG101-PTAP inh: -2%; PKM2 activator: 0%; a7 integrin act: -3%

Results for Cc1cc(Cl)c(C)c(S(=O)(=O)Oc2ccccc2NC(=O)CCC(=O)O)c1Cl ?
B2AR arrestin: -0.1%; Tb PFK inh: -9%; BCR signal inh: 9%; S-ASM inh: -4%; Giardia killer: -13; TSG101-PTAP inh: -1%; a7 integrin act: 20%

How did Cc1ccc(NC(=S)N/N=C/c2ccc([N+](=O)[O-])s2)cc1 do in these assays?
B2AR arrestin: -0.4%; Tb PFK inh: -5%; Coupling enz: -5; BCR signal inh: inconclusive; Giardia killer: inconclusive; Menin-MLL TR inh: inconclusive; TSG101-PTAP inh: -1%; PKM2 activator: 4%; a7 integrin act: -12%

How did CC(=O)N1N=C(N)SC1(C)C do in these assays?
GALK inh: 6%; B2AR arrestin: -0.2%; Tb PFK inh: -4%; Coupling enz: 1; BCR signal inh: 1%; S-ASM inh: 0%; Giardia killer: -2; Menin-MLL TR inh: 2%; TSG101-PTAP inh: -2%; PKM2 activator: -7%; a7 integrin act: 7%

Results for CC(C)(C)NC(=O)C(c1ccc(F)cc1)N(CC1CCCO1)C(=O)c1csnn1 (stereo not given) ?
GALK inh: -2%; B2AR arrestin: 0.0%; Tb PFK inh: -8%; Coupling enz: 2; BCR signal inh: 5%; S-ASM inh: 1%; Giardia killer: 2; TSG101-PTAP inh: -8%; a7 integrin act: 8%

How did CC1(C(=O)N(c2ccccc2)C(C(=O)NC2CCCC2)c2ccccn2)CC(=O)N=C2C=CC=CN21 (stereo not given) do in these assays?
GALK inh: 4%; B2AR arrestin: -0.5%; Tb PFK inh: -3%; Coupling enz: 0; BCR signal inh: 2%; S-ASM inh: 37%[activator]; Giardia killer: -1; Menin-MLL TR inh: 9%; TSG101-PTAP inh: -6%; PKM2 activator: -11%; a7 integrin act: -3%

How did O=C(CSc1ccc(Cl)cc1)N1CCN(c2ccc([N+](=O)[O-])cc2Cl)CC1 do in these assays?
GALK inh: -2%; B2AR arrestin: 0.2%; Tb PFK inh: -2%; Coupling enz: 0; BCR signal inh: 0%; S-ASM inh: -6%; Giardia killer: -8; Menin-MLL TR inh: 11%; TSG101-PTAP inh: -3%; PKM2 activator: 3%; a7 integrin act: -5%

How did CCCOC(c1ccccc1)(c1ccc(C(F)(F)F)cc1)C(Oc1nc(C)cc(C)n1)C(=O)O (stereo not given) do in these assays?
GALK inh: 0%; B2AR arrestin: -0.7%; Tb PFK inh: 1%; Coupling enz: 5; BCR signal inh: inconclusive; S-ASM inh: 9%; Giardia killer: 20; Menin-MLL TR inh: 10%; TSG101-PTAP inh: -5%; PKM2 activator: 0%; a7 integrin act: 10%

What do the screens show for `CCc1cn(C2CC(O)C(CO)O2)c(=O)[nH]c1=O` (stereo not given)?
B2AR arrestin: 0.2%; Tb PFK inh: -1%; BCR signal inh: -3%; S-ASM inh: -1%; Giardia killer: 13; TSG101-PTAP inh: 2%; a7 integrin act: -45%

What do the screens show for `CC(C)CN1C(=O)C(=O)N(CC(=O)NC2CCCc3ccccc32)C1=O` (stereo not given)?
GALK inh: 15%; B2AR arrestin: 0.0%; Tb PFK inh: 7%; Coupling enz: 0; BCR signal inh: 0%; S-ASM inh: 1%; Giardia killer: -3; Menin-MLL TR inh: 1%; TSG101-PTAP inh: -3%; PKM2 activator: 5%; a7 integrin act: 6%

Results for O=c1c2ccccc2oc2c1oc1ccccc12 ?
B2AR arrestin: 0.0%; Tb PFK inh: 1%; BCR signal inh: inconclusive; S-ASM inh: -1%; Giardia killer: -2; TSG101-PTAP inh: 1%; a7 integrin act: -4%

Results for Cc1cccc(Oc2nc3c(c(=O)n(C)c(=O)n3C)n2C)c1 ?
GALK inh: -2%; B2AR arrestin: 0.0%; Tb PFK inh: 6%; Coupling enz: 3; BCR signal inh: 7%; S-ASM inh: -2%; Giardia killer: -12; Menin-MLL TR inh: 1%; TSG101-PTAP inh: -9%; PKM2 activator: 0%; a7 integrin act: -15%

What do the screens show for `COc1cc(C)nc(OCCNC(=O)COc2ccc(Cl)cc2C)n1`?
GALK inh: -2%; B2AR arrestin: -0.3%; Tb PFK inh: 12%; Coupling enz: 1; BCR signal inh: -1%; S-ASM inh: 5%; Giardia killer: -5; Menin-MLL TR inh: -18%; TSG101-PTAP inh: -4%; PKM2 activator: 3%; a7 integrin act: 14%

Results for C=C(C)CSc1nnc(-c2cc(OC)c(OC)c(OC)c2)n1N ?
GALK inh: 3%; B2AR arrestin: 0.1%; Tb PFK inh: 1%; Coupling enz: 2; BCR signal inh: 0%; S-ASM inh: 6%; Giardia killer: -13; Menin-MLL TR inh: 3%; TSG101-PTAP inh: 3%; PKM2 activator: -4%; a7 integrin act: 8%

Results for CNC(=O)NCCN1CCCC1=O ?
GALK inh: 0%; B2AR arrestin: -0.1%; Tb PFK inh: -1%; Coupling enz: 1; BCR signal inh: inconclusive; S-ASM inh: 1%; Giardia killer: 14; Menin-MLL TR inh: 3%; TSG101-PTAP inh: -3%; PKM2 activator: -13%; a7 integrin act: 7%

Only part of the results is shown (hit frequency here may not be typical).
